Compound activity (PubChem)
TbPYK inhibitor – T. brucei pyruvate kinase inhibition | Potency, µM (highest dose often 76.8 µM), without a hit: top-dose activity, negative = inhibition, usual class: inhibitors | AID 624173 | actives 0.12% (n = 410,000) | TbPYK enzyme, Kinase-Glo Plus ATP luminescence, 45 min | Q57TT1; active means well fitted inhibition curve with a large enough effect; inconclusive means small, poorly fitted or top-dose-only effect; further: nearly all actives have a fitted effect of over 50% in size
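Readout: single end-point luminescence (Kinase-Glo Plus, 10 min). Reaction conditions were TbPYK/substrate plus 130 uM ADP, 45 min at RT, pH 7.2 TEA buffer. No-enzyme wells served as controls, and data were normalized before concentration-response fitting.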
The depositor's hits bear a star; ? = inconclusive; [ ] = another dose, or the depositor's remark. On the % scale 0 is the no-effect control and ±100 the full control effect; potency means the concentration at half of the fitted maximal effect. A portion of the library, so the mix of outcomes need not match the whole.

SMILES	TbPYK inhibitor
COC(=O)CNC(=O)C1Nc2ccccc2C2C=CCC12 (stereo not drawn)	?
COc1cc2c(cc1OC)C13CCN4C=C5CCOC6CC(=O)N2C1C6C5CC43 (stereo not drawn)	7%
COCCN(Cc1ccc(C)cc1)C(=O)[C@H]1O[C@@H](n2ccc(N)nc2=O)[C@H](O)[C@@H]1O	1%
Nc1nc(CSc2nnnn2-c2ccc(F)c(Cl)c2)nc(N2CCOCC2)n1	0%
COCCN1C[C@@H](CO)O[C@@H](n2cnc3c(NCCN(C)C)ncnc32)C1	0%
CSc1ccc(CNC(=O)C2CCCN(S(=O)(=O)N(C)c3ccc(F)cc3)C2)cc1 (stereo not drawn)	3%
CCOC(=O)C1=C(CN2CCN(C)CC2)NC(=O)NC1c1ccc(F)cc1 (stereo not drawn)	4%
O=C(NCc1ccc(F)cc1)c1ccc2c(c1)N(Cc1ccc(F)cc1Cl)C(=O)CS2	-1%
COc1ccc2c(c1)c1c(c(=O)n(CCc3ccccc3)c(=O)n1Cc1ccc(F)cc1)n2C	3%
Oc1ccc(C[C@H]2CNC(=S)N2CC2CCCN2C[C@H](Cc2ccc(O)cc2)N2C[C@H](Cc3ccccc3)N(CC3CCCCC3)C2=S)cc1 (stereo partly drawn)	1%
O=[N+]([O-])c1cc(-c2nc(-c3ccccc3)no2)ccc1N1CCOCC1	-1%
Cc1c(C(=O)NCc2ccccc2C(F)(F)F)sc(=O)n1Cc1cccc(C(F)(F)F)c1	-18%
Cc1ccc2nc(-c3ccc(Cl)s3)c(Nc3ccc4c(c3)OCCO4)n2c1	0%
CCN1C(=O)C2(c3ccccc31)c1c(oc3ccc(F)cc3c1=O)C(=O)N2CCCOC (stereo not drawn)	-5%
O=C(O)Cn1nnc(-c2ccc(OCc3ccccc3)cc2)n1	1%
CN(CC#CCN1CCCC1)C(=O)c1cccc(Cl)c1	-7%
COc1ccc(Br)cc1CNC(=O)CCCn1c(=O)c2cccn2c2cccnc21	-6%
COc1ccc(C2=NN(CC(=O)NCc3ccccc3Cl)C(=O)CC2)cc1	-1%
Cc1ccccc1CN1C(=O)c2ccccc2Sc2ccc(C(=O)NC3CCCC3)cc21	2%
COC(=O)N(C)C[C@@H]1OCc2cnnn2CCCC(=O)N([C@H](C)CO)C[C@@H]1C	-2%
CCCN(C(=O)c1ccc2c(=O)n3c(nc2c1)CCCCC3)c1cccc(Cl)c1	0%
CN1CCOc2c1cnn(CCO)c2=O	-2%
CCN(CC)C(=O)C1CCN(c2cc(C)nc3c(-c4ccc(OC)c(OC)c4)c(C)nn23)CC1	3%
c1ccc(CSc2ncnc3c2oc2ccccc23)cc1	5%
CCOc1ccccc1NC(=O)CN(C)S(=O)(=O)c1ccc2nc(C)sc2c1	0%

Next part (6 carried over from the part before).
SMILES	TbPYK inhibitor
COC(=O)N(C)C[C@@H]1OCc2cnnn2CCCC(=O)N([C@H](C)CO)C[C@@H]1C	-2%
CCCN(C(=O)c1ccc2c(=O)n3c(nc2c1)CCCCC3)c1cccc(Cl)c1	0%
CN1CCOc2c1cnn(CCO)c2=O	-2%
CCN(CC)C(=O)C1CCN(c2cc(C)nc3c(-c4ccc(OC)c(OC)c4)c(C)nn23)CC1	3%
c1ccc(CSc2ncnc3c2oc2ccccc23)cc1	5%
CCOc1ccccc1NC(=O)CN(C)S(=O)(=O)c1ccc2nc(C)sc2c1	0%
Cc1nc2nc(SCC(=O)NCc3ccccc3)nn2c(C)c1Cc1ccccc1	-1%
Cc1ccc(S(=O)(=O)NCCCCCCNS(=O)(=O)c2ccc(C)cc2)cc1	2%
Cc1ccc(S(=O)c2ccc([N+](=O)[O-])c3nonc23)cc1 (stereo not drawn)	6.3µM*
CC(C)(C)c1ccc(C2=NC(C)(C)N(CC(=O)Nc3ccc(F)c(F)c3)C2=O)cc1	5%
CCN(CC)C(=O)c1sc(NC(=O)c2nc3ncccn3n2)c(C(=O)OC)c1C	-16%
Cc1ccc(O)c(-c2n[nH]c3c2C(c2ccccc2F)N(Cc2ccco2)C3=O)c1 (stereo not drawn)	5%
CCS(=O)(=O)N1CCc2cc(C(=O)Nc3cccc(NC(C)=O)c3)ccc21	1%
CSc1ccc(CN2CCC(C)(Oc3ccc(-n4ccnc4)cc3)C2)cc1 (stereo not drawn)	2%
CC1(C(=O)NS(=O)(=O)c2cccc(Cl)c2)CCN1C(=O)c1cccc(F)c1 (stereo not drawn)	1%
CC(=O)Nc1ccc(/C=N/NC(=O)CC2CCCCC2)cc1	-8%
Cc1ccc(C)c(NC(=O)Cn2cc(S(=O)(=O)NC(C)C)c(S(=O)(=O)NC(C)C)c2)c1	0%
O=C(/C=C/c1ccc(Cl)cc1)N1CCC(c2nc3ccccc3o2)CC1	-3%
COc1ccc(NC(=O)c2c(C)oc3ccc(O)c(CN4CCCCCC4)c23)cc1	3%
O=C(Nc1ccc(C(=O)OCc2cc(=O)n3ccsc3n2)cc1)c1cccc(F)c1	2%
CC1CCCN(CC(O)CN2CCN(CC(O)CN3CCCC(C)C3)C(C)C2)C1 (stereo not drawn)	-1%
COc1ccc(NC(c2nnc(-c3ccccc3)o2)c2ccccc2F)cc1Cl (stereo not drawn)	0%
COc1ccccc1NC(=O)CSc1ncc2c(n1)-c1ccccc1N(Cc1ccccc1C)S2(=O)=O	-7%
COc1ccc(C(CNC(=O)Cc2ccc(Cl)cc2)N2CCOCC2)cc1 (stereo not drawn)	0%
C[C@H](CO)N1C[C@H](C)[C@H](CN(C)C(=O)Nc2cccc3ccccc23)OCc2cnnn2CCCC1=O	4%
CCOc1ccccc1N(C)C(=O)c1cc2c(s1)-c1ccccc1OC2	1%
C=CCn1nc(-c2ccccc2)cc1C(=O)OCC	2%
CC1CCN(c2ccc(-c3cccc(NS(=O)(=O)c4ccc(F)cc4F)c3)nn2)CC1	0%
COc1ccc(NC(=O)CSc2nnc(CN3CCOCC3)n2C)cc1Cl	-8%
CCOC(=O)c1cnc2cc(C(F)(F)F)ccc2c1Nc1cc(C)ccc1OC	0%
O=C(CN(c1cccc(Br)c1)S(=O)(=O)c1ccccc1)N1CCc2ccccc2C1	-4%
SMILES	TbPYK inhibitor
CCOC(=O)c1cc(OC(=O)c2ccc(C)cc2)n(-c2ccccc2)n1	-2%
O=C(CC1CCCC1)N1CCN(S(=O)(=O)c2cccc(F)c2)CC1	1%
Cc1ccc(C2=CC(c3ccccc3)n3ncnc3N2)c(C)c1 (stereo not drawn)	0%
CCCNC(=O)c1cc(C2CCCN(C(=O)c3ccccc3)C2)on1 (stereo not drawn)	0%
O=[N+]([O-])c1cccc(Oc2ncccc2[N+](=O)[O-])c1	-5%
COc1ccc(S(=O)(=O)Nc2cccc(-c3ccc(N4CCCCC4)nn3)c2)cc1F	0%
Cc1ccc(NC(=O)CSc2nncn3c2cc2sccc23)cc1F	-1%
O=c1c2sc3ccccc3c2n(Cc2cccc(C(F)(F)F)c2)c(=O)n1Cc1ccccc1	-8%
COc1ccc(NC(=O)C(NC(=O)/C=C\c2ccc3c(c2)OCO3)c2ccc(OC)cc2)cc1 (stereo not drawn)	1%
COc1ccc(NC(=O)C2Cc3c(-c4ccccc4Oc4ccccc4)ccnc3O2)cn1 (stereo not drawn)	-5%
COc1ccc(OCC(=O)Nc2ccc(-c3nc4cc(C)cc(C)c4o3)cc2)cc1	0%
CCCCN(CCCNC(=O)c1ccc2c(c1)NC(=O)CN2C)c1ccccc1	-2%
C[C@H](CO)N1C[C@H](C)[C@@H](CN(C)CC2CC2)Oc2c(NC(=O)C3CC3)cccc2C1=O	-5%
COc1ccc(N2CC(NC(=O)C3CCCC3)CC2=O)cc1OC (stereo not drawn)	5%
CCCN1/C(=C(\C#N)C2=NS(=O)(=O)c3ccccc32)N(C)c2ccccc21	0%
CN(C)S(=O)(=O)NCC1CCCN(Cc2cc3ccccc3s2)C1 (stereo not drawn)	-1%
Cc1ccc(S(=O)(=O)c2[nH]c(-c3ccccc3)nc2SCC(=O)O)cc1	-15%
Cc1ccc(S(=O)(=O)c2c(Nc3cc(C)ccc3C)sc(C(=O)c3ccc4c(c3)OCO4)c2N)cc1	-6%
CCc1ccc(-c2nc3cc(NC(=O)c4ccc(C)c(C)c4)ccc3o2)cc1	12%
Cc1cc(OC(C)C(=O)Nc2cccc(-c3nc4ccccc4o3)c2)cc(C)c1Cl (stereo not drawn)	-2%
N#Cc1ccc(C(=O)N2CCN(c3nc4ccc(F)cc4s3)CC2)cc1	1%
COc1ccc(-c2nc(C)c(CCNC(=O)C(=O)Nc3cc(C)cc(C)c3)s2)cc1OC	-8%
Cc1ccccc1NC(=O)c1sc2nc(N3CCOCC3)c3c(c2c1N)CC(C)(C)OC3	?
COc1ccc(NC(=O)c2nnn(CC(=O)Nc3ccc(C)c(C)c3)c2N)cc1OC	1%
O=C(NCC(c1ccc2c(c1)OCO2)N1CCN(c2ccccc2)CC1)C(=O)Nc1ccc(F)cc1 (stereo not drawn)	-5%

Next section; the last three above are carried over.
SMILES	TbPYK inhibitor
Cc1ccccc1NC(=O)c1sc2nc(N3CCOCC3)c3c(c2c1N)CC(C)(C)OC3	?
COc1ccc(NC(=O)c2nnn(CC(=O)Nc3ccc(C)c(C)c3)c2N)cc1OC	1%
O=C(NCC(c1ccc2c(c1)OCO2)N1CCN(c2ccccc2)CC1)C(=O)Nc1ccc(F)cc1 (stereo not drawn)	-5%
COc1ccc(-c2cc(C(=O)Oc3ccc(C)cc3)c3cc(C)ccc3n2)cc1	-1%
O=C(CCNS(=O)(=O)c1ccc(F)cc1)N1CCN(c2ncccn2)CC1	-13%
O=C1C(Cl)=C(NCCc2ccccc2)C(=O)c2ccccc21	?
Cc1ccc(Cl)cc1NS(=O)(=O)c1cc2c3c(c1)CC(=O)N3CCC2	0%
CC1(c2nnnn2Cc2ccccc2)CCC(=O)N1CCc1ccc(O)cc1 (stereo not drawn)	0%
CCCN(CCC)c1cc(C)nc2nc(-c3ccc(C(C)(C)C)cc3)nn12	-2%
COc1cc(/C=C/CNC[C@H]2O[C@@H](n3cnc4c(N)ncnc43)[C@H](O)[C@@H]2O)ccc1O	-10%
CCN1CCN(c2cc(C)c3cc(NC(=O)c4cccc(Cl)c4)ccc3n2)CC1	1%
Cc1oc(-c2cccc(Cl)c2)nc1CN1CCCC(C(=O)NCc2ccc(Cl)cc2)C1 (stereo not drawn)	0%
O=C(c1ccc2c(c1)N(Cc1ccc(Cl)cc1)C(=O)c1ccccc1S2(=O)=O)N1CCC(Cc2ccccc2)CC1	-7%
CC(C)(C)c1ccc(S(=O)(=O)NC(=O)C2(C)CCN2C(=O)Cc2cc(F)ccc2F)cc1 (stereo not drawn)	6%
Cn1c(=S)c2[nH]c(SCCN)nc2n(C)c1=O	-11%
CCOc1cc2[nH]c(=O)n(CCCCC(=O)N3CCN(c4ccccc4OC)CC3)c(=O)c2cc1OCC	1%
COc1ccc2cc(CCNS(=O)(=O)c3ccc(C)cc3)c(=O)[nH]c2c1	3%
Cc1cc(C(=O)COc2ccc(Br)cc2F)c(C)n1CC1CCCO1 (stereo not drawn)	5%
OCC1(CO)CCCC(CO)(CO)C1O	-2%
COc1cc(OC)cc(C(=O)Nc2ccc(-c3nc4ccccc4s3)cc2C)c1	-1%
CCOc1ccccc1N(C)C(=O)c1cc(S(=O)(=O)NCCc2ccc(Cl)cc2)ccc1F	0%
Cc1ccc(NC(=O)CSc2ncc3c(n2)-c2ccc(Cl)cc2N(C)S3(=O)=O)cc1F	-5%
CN1CCOC1c1ccc(C2OCCN2C)cc1 (stereo not drawn)	10%
O=C(CN1CCCC1)Nc1nc(-c2ccc(Cl)cc2)cs1	7%
CC1(C(=O)NS(=O)(=O)Cc2ccccc2C(F)(F)F)CCN1C(=O)C/C=C/c1ccccc1 (stereo not drawn)	-11%
Cc1cc(N2CCN(C)CC2)nc2ccc(NC(=O)Nc3ccc(F)cc3)cc12	-5%
C=Cc1cc2c(cc1O)CCC1C2CCC2(C)C(O)CCC12 (stereo not drawn)	-7%
CN(C)C(CNC(=O)c1cccc(S(=O)(=O)N2CCN(c3ccccc3)CC2)c1)c1ccccc1 (stereo not drawn)	3%

Compounds from the list above containing a cyano group, in the order listed:
SMILES	TbPYK inhibitor
CCCN1/C(=C(\C#N)C2=NS(=O)(=O)c3ccccc32)N(C)c2ccccc21	0%
N#Cc1ccc(C(=O)N2CCN(c3nc4ccc(F)cc4s3)CC2)cc1	1%

New compounds follow.
SMILES	TbPYK inhibitor
Cc1ccccc1C(=O)OCC(=O)N1CC(=O)Nc2ccccc21	-2%
O=C(NCCc1nc2ccccc2n1Cc1c(F)cccc1Cl)c1ccco1	1%
CC[C@H](C)[C@@H](CO)NC(=O)[C@H]1O[C@@H](n2ccc(=O)[nH]c2=O)[C@H](O)[C@@H]1O	6%
CCc1ccc(CNC(=O)Cc2ccc(NC(=O)N3CCSc4ncccc43)cc2)cc1	5%[15.4 µM]
CCCCNC(=O)C[C@@H]1C[C@@]2(C(=O)OCC)CCCC=C2N(Cc2ccc(Cl)cc2Cl)C1=O	3%
O=C(CSc1ccc2nc(-c3ccccc3)cn2n1)Nc1ccccc1	-4%
O=C(CCc1nc(C2=CCN(Cc3cccc(Cl)c3)CC2)no1)Nc1ccccc1F	0%
C[C@@H]1CN([C@@H](C)CO)C(=O)CCCn2cc(nn2)CO[C@H]1CN(C)C(=O)Oc1cccc2ccccc12	4%
O=c1cc(N2CCN(c3ccc(F)cc3)CC2)[nH]c(=O)n1-c1ccc(Br)cc1	1%
COc1ccc(CNC(=O)CCC(=O)N2CC3CCCN3c3ccccc32)cc1 (stereo not drawn)	1%
Cc1ccc(CCNC(=O)c2ccc3c(Cl)c4c(nc3c2)CCCC4)cc1	3%
CCOC(=O)c1c(C)oc2ncnc(NCCCN3CCN(c4cc(C)ccc4C)CC3)c12	-18%
CCOc1ccc(S(=O)(=O)N2CCCCC2)cc1NC(=O)Cc1cc(OC)c(OC)c(OC)c1	-4%
